# Screens (PubChem BioAssay)
# DAGLB inh: diacylglycerol lipase beta (human) inhibition | Q8NCG7 | HEK293T DAGLB membrane lysate, EnzChek fluorogenic substrate | inhibition, % at 5.17 µM | hit rate 0.059% among 340,000 | AID 504411; in the data active = inhibition above about 34%;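 also: 0% = enzyme with vehicle and 100% = wells lacking enzyme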
# V-ATPase pHluor: yeast V-ATPase proton transport regulation by pHLuorin. S. cerevisiae, pHLuorin cytosolic pH fluorescence. response, % at 10 µM. hit rate 0.37% among 350,000; in the data active = response mostly above about 7.3%, no sharp cut-off; inactive = mostly below about 5.4%; also: actives read high; inactives centre near 0; some compounds called inactive have numbers as strong as hits
# Pemphigus Ab inh: inhibitors of pemphigus antibody binding to human desmoglein-3; P32926; DSG3-coupled beads, scFv-anti-DSG3-GFP binding, flow cytometry; hits give low values; binding (percent of control), % at 10 µM; hit rate 0.48% among 310,000;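 active = binding more than 3 SD below its plate's average and above zero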;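 also: hits lower antibody fragment binding to DSG3; some compounds called inactive have numbers as strong as hits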
# Target sequence (P32926 whole entry, looked up, the tested form may be a part): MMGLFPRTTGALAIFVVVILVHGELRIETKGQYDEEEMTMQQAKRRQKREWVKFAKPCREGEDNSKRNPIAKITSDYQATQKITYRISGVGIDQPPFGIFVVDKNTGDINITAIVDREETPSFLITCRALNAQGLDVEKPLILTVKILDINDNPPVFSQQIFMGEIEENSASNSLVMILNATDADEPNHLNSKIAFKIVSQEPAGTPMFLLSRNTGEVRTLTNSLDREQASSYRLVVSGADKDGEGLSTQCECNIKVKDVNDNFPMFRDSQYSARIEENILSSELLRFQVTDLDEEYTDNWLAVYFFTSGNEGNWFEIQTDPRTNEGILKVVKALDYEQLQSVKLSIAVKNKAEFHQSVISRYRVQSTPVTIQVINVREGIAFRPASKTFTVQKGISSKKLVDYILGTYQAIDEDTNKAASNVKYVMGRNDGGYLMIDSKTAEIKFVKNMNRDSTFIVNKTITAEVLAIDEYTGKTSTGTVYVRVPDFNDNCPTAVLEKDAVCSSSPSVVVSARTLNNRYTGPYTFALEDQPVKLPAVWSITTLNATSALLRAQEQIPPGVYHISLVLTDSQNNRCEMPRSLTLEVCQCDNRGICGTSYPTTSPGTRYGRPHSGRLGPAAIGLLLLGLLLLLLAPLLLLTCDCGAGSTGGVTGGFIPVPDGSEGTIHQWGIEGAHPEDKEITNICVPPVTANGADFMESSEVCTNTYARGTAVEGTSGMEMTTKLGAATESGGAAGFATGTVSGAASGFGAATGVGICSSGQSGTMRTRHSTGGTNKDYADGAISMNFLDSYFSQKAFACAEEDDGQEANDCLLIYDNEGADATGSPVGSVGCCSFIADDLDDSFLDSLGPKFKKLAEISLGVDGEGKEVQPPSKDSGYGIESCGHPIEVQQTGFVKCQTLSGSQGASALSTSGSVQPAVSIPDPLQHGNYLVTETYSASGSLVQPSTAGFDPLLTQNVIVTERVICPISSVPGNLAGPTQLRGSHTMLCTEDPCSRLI
# Arrestin-AP2 inh: human beta-arrestin and AP2 interaction inhibition. FITC-arrestin peptide / GST-AP2 beads, flow cytometry; AP2 beta2 appendage carries R879A mutation. inhibition, % at 10 µM. hit rate 0.31% among 340,000. AID 504490;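 active = inhibition above a set limit, near 3 SD of compounds lacking own fluorescence, cut at about 54% in these data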;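 also: plate controls were DMSO wells for no effect and 5 µM unlabelled arrestin peptide for full effect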
#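 Test system: GST-tagged AP2 beta2-adaptin appendage (R879A) on 4 µm glutathione beads; also added: fluorescein-tagged arrestin peptide at 50 nM final; timing: 12 min plus 1 h, RT; signal: flow cytometry, FL1 (488/535 nm); read-out: percent drop in bead-associated FITC signal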
# RTF Ca sens inh: cardiac RTF calcium desensitization | hit rate 0.12% among 340,000 | inhibition, % at 7.15 µM | IANBD-labeled cardiac RTF, Ca2+ fluorescence | AID 493244;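 active = inhibition above the mean inhibition of all tested compounds plus 3 SD, cut at about 17% in these data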;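 also: assay run at fixed EC70 calcium of 1.6 mM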
# NSD2 inh: NSD2 (human) methyltransferase inhibition | O96028 | NSD2 peptide methylation, AlphaScreen, 120 min | inhibition, % at 12.5 µM | hit rate 0.54% among 310,000; in the data active = inhibition above about 50%
# CAL PDZ FP-1: inhibitors of human CAL PDZ peptide binding; inhibition, % at 20 µM; AID 504414; hit rate 0.02% among 330,000; Q9HD26; purified CAL PDZ, TMR-peptide fluorescence polarization, 1 h;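 active = highest replicate inhibition of at least 40%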;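 also: plate controls were DMSO neutral control wells for no effect and unlabeled competitor peptide control wells for full effect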
#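 material = purified tagged CAL PDZ domain construct (CerCALP) | buffer or medium = sodium phosphate/NaCl buffer pH 7.4 with TCEP, IgG, Thesit | reagent = TMR-labelled reporter peptide T*-PRC34 bound in PDZ groove | incubation = 1 h room-temperature incubation prior to read | measured by = fluorescence polarization (mP) | evaluation = percent inhibition from loss of millipolarization | control set = unlabelled peptide and DMSO controls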
# Keap1-Nrf2 PPI: Keap1-Nrf2 (human) interaction inhibition. Q14145. Keap1 Kelch-Nrf2 peptide fluorescence polarization, 1536-well. inhibition, % at 9.4 µM. hit rate 0.15% among 340,000; in the data active = inhibition above about 12%;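 also: human Keap1 Kelch domain with fluorescein labeled Nrf2 9mer peptide probe; 0% = neutral control wells and 100% = peptide positive control; higher means more block of Keap1 binding to Nrf2 peptide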
# LANA DNA inh: KSHV C-LANA DNA binding inhibition | MBP-C-LANA/FAM-LBS DNA binding, fluorescence polarization | inhibition, % at 9 µM | hit rate 0.078% among 340,000;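 active = highest replicate inhibition at or above 60% at 9 µM, even if other replicates fall short; inactive = all replicates below 60% inhibition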;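 also: 0% = neutral control wells and 100% = 4 µM acridine orange control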
# CAL PDZ FP-2: inhibitors of human CAL PDZ peptide binding. inhibition, % at 24.9 µM. Q9HD26. AID 602252. purified CAL PDZ, TMR-peptide fluorescence polarization, 1 h. hit rate 0.92% among 300,000;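 active = mean inhibition of at least 30% with at least half of replicates also reaching 30%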;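 also: 0% = DMSO neutral control and 100% = excess unlabeled competitor peptide PRC23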
# * hit, by the source's call; / = not tested or not shown. Only part of the results is shown (hit frequency here may not be typical).
# Order of values – Keap1-Nrf2 PPI	V-ATPase pHluor	Arrestin-AP2 inh	NSD2 inh	CAL PDZ FP-1	LANA DNA inh	CAL PDZ FP-2	Pemphigus Ab inh	RTF Ca sens inh	DAGLB inh
> Cc1ccc(N(C(=O)c2csnn2)C(C(=O)NC2CCCCC2)c2ccncc2)cc1 (centres undefined)
  -3.6	2.6	1.1	-1.8	-2.7	1.6	-4.2	/	0.6	2.1
> Fc1ccc(Oc2ncccn2)c(F)c1
  -7.3	1.3	-1.3	-2.3	-1.1	0.6	-1.9	93.5	-1.4	-0.3
> Cc1csc(N/N=C\c2cccnc2)n1
  -2.9	2.0	-1.9	-1.8	0.0	-1.5	2.8	106.6	-2.0	-1.0
> COc1ccc(CC(=O)Nc2ccc(S(=O)(=O)N(C)C)cc2)cc1OC
  -2.5	0.9	3.7	0.6	-0.3	-1.5	2.9	99.3	-3.5	-0.2
> CCOC(=O)C1CCCN(C(=O)CNC(=O)c2ccc(Br)o2)C1 (centres undefined)
  -1.5	0.3	-4.8	-0.3	-1.3	3.8	/	101.9	-1.2	-3.5
> COc1ccc(C(=O)Nc2ccc3oc(-c4cccc(F)c4)nc3c2)cc1OC
  -1.0	-1.7	1.5	/	0.3	1.3	/	51.9*	4.7	-0.8
> COc1ccc(CCN(C)CCCN2CC(c3ccccc3)CC2=O)cc1OC (centres undefined)
  -1.6	-1.9	-3.7	13.7	-0.3	2.7	-7.8	108.2	-1.4	0.9
> Cc1cccc(-c2noc(CCC(=O)Nc3ccccc3)n2)c1
  -0.2	-1.5	10.8	-1.7	-0.8	-1.1	-1.5	107.2	-7.4	-1.3
> Cc1ccc(NCc2nnc(SCC(=O)Nc3cccc(O)c3)n2CC2CCCO2)c(C)c1 (centres undefined)
  0.6	-1.3	23.4	1.7	0.4	-0.4	0.4	/	10.1	-3.1
> CCc1nc(N2CCOCC2)c(C#N)c2c1CCCC2
  1.3	1.7	0.7	/	-1.5	-0.5	-1.6	110.0	11.2	-8.8
> CCCc1cc(NCc2ccccn2)n2c(nc3ccccc32)c1C#N
  2.1	0.0	-18.6	-2.6	0.8	-0.8	3.3	109.3	4.3	3.2
> Cc1cc(C)c(C2=Nn3c(C)nnc3SC2C)cc1C (centres undefined)
  -0.5	2.8	-4.5	-0.7	-2.9	-0.4	-0.3	107.2	2.8	3.5
> CCOC(=O)C1CCN(C(=O)Cc2ccc(-c3ccccc3)cc2)CC1
  0.3	-9.4	5.6	-2.8	0.1	-1.7	-4.0	113.2	-4.0	-4.0
> Cn1c(CNC(=O)CCNC(=O)c2ccccc2F)cc(=O)n(C)c1=O
  0.3	0.9	-12.3	-4.1	0.3	-1.6	/	/	-2.8	2.4
> CN1CCN(C(=O)Cn2c(C(F)(F)F)nc3ccccc32)CC1
  -2.5	-3.9	4.9	-8.8	0.1	-0.1	-3.0	/	-5.8	0.1
> CCOC(=O)c1cn(C2CC2)c2c(F)c(NCCCN(C)C)c(F)cc2c1=O
  -1.3	-5.3	-1.0	7.2	-0.3	-1.7	-5.3	98.5	-2.7	-1.3
> O=C1/C(=N\O)Cc2ccccc21
  -4.3	5.7	11.2	/	-0.4	-1.5	/	97.0	-9.8	-2.5
> Cc1ccc(C)n1-c1ccc(C(=O)NCC2CCCO2)cc1 (centres undefined)
  3.3	-8.5	36.5	0.8	-1.1	6.5	-3.2	94.2	-4.2	-0.5
> Cc1nn(-c2ccccc2)c(C)c1C(=O)OCC(=O)Nc1ccccc1
  2.0	-0.5	-15.9	-2.8	-1.3	-0.1	3.8	105.4	-10.2	-7.4
> Cc1cc(=O)oc2cc(OCC(=O)NCC3CCCO3)ccc12 (centres undefined)
  -2.0	-0.6	1.2	-1.4	-2.0	2.2	-1.5	101.7	5.9	2.2

# Record cards, as listed above. Screens in order: Keap1-Nrf2 PPI | V-ATPase pHluor | Arrestin-AP2 inh | NSD2 inh | CAL PDZ FP-1 | LANA DNA inh | CAL PDZ FP-2 | Pemphigus Ab inh | RTF Ca sens inh | DAGLB inh
# Profile of COc1ccc(CCN(C)CCCN2CC(c3ccccc3)CC2=O)cc1OC (centres undefined) → -1.6 | -1.9 | -3.7 | 13.7 | -0.3 | 2.7 | -7.8 | 108.2 | -1.4 | 0.9
# Profile of Cc1ccc(N(C(=O)c2csnn2)C(C(=O)NC2CCCCC2)c2ccncc2)cc1 (centres undefined) → -3.6 | 2.6 | 1.1 | -1.8 | -2.7 | 1.6 | -4.2 | / | 0.6 | 2.1

# Next part
# Order of values – Keap1-Nrf2 PPI	V-ATPase pHluor	Arrestin-AP2 inh	NSD2 inh	CAL PDZ FP-1	LANA DNA inh	CAL PDZ FP-2	Pemphigus Ab inh	RTF Ca sens inh	DAGLB inh
> O=C(NC(=S)N1CCN(Cc2ccccc2)CC1)c1ccco1
  -3.0	0.2	1.2	-4.7	0.2	1.1	/	103.4	-4.1	-1.5
> O=C(COC(=O)c1cccnc1Cl)NCc1ccc2c(c1)OCO2
  -1.6	-4.0	-5.6	-3.5	-0.2	1.0	-0.3	102.2	-3.0	1.3
> CC(=O)N(Cc1cc2c(C)cc(C)cc2[nH]c1=O)C1CCCCC1
  0.2	18.7	4.9	3.1	0.6	0.0	-3.8	104.9	2.1	-0.6
> N/C(=N\OC(=O)CSc1ccccc1)c1cccc([N+](=O)[O-])c1
  0.6	0.8	-4.1	2.3	-0.5	-0.6	-3.3	111.5	0.7	-14.2
> CCOC(=O)c1cnn(-c2nc(-c3ccccc3)nc3c2COC(C)(C)C3)c1N
  0.3	4.5	13.4	-1.5	-0.9	-2.9	-5.1	/	-9.7	0.9
> CCOc1ccc(N2C(=O)/C(=C\c3ccc(OC)c(O)c3)S(=O)(=O)C2c2cccc([N+](=O)[O-])c2)cc1 (centres undefined)
  -5.9	0.4	7.0	0.5	-1.0	0.9	4.6	105.2	1.4	3.8
> O=c1cc(C(F)(F)F)[nH]c2ccc(OC(F)(F)F)cc12
  /	-4.2	12.1	-1.6	/	/	/	101.3	/	/
> COn1c(-c2ccc(Cl)cc2)nc2ccc(Cl)cc21
  1.4	1.3	-8.1	-1.1	-1.9	-0.1	/	106.2	-2.3	-12.8
> COc1cc(OC)c(C(=O)OCC(=O)NC2CCCCCCC2)cc1OC
  -0.2	1.7	6.3	2.9	-1.2	-1.2	-4.0	/	-4.6	-1.5
> O=C(Nc1nc2cc3c(cc2s1)OCCO3)c1cccs1
  -4.5	2.5	37.2	-2.4	-0.9	0.1	-2.6	93.6	-2.0	-3.3
> CC1(C)N=C(N)NC(Nc2ccccc2Cl)=N1
  1.4	-1.0	8.0	-1.3	-2.9	1.5	0.4	98.3	-13.0	-1.3
> CC(C)(CC(=O)O)Cc1nc(-c2ccc(Cl)cc2)no1
  -1.9	-1.8	-0.1	/	-0.8	-0.3	-7.7	96.2	-7.3	0.7
> CCOC(=O)C(C(=O)c1ccccc1)C(c1ccccc1)c1nccc2ccccc12 (centres undefined)
  /	1.3	/	-1.3	/	/	/	108.1	/	-18.7
> O=C(Nc1nccs1)c1ccc(-c2ccc([N+](=O)[O-])cc2)o1
  2.3	-4.6	-0.2	0.9	-0.5	5.3	-1.0	113.0	-13.2	3.1
> Nc1ccc(C(=O)OCc2csc(-c3ccccc3)n2)cc1[N+](=O)[O-]
  1.5	10.0*	/	22.4	-3.6	-0.3	1.5	97.1	-9.7	2.7
> COc1cccc(Cn2cc(C)cc(NC(=O)NCc3ccccc3)c2=O)c1
  -8.5	-3.0	-12.6	3.9	-0.1	-2.2	-2.0	109.1	-6.5	1.9
> CCC(Sc1nc2ccccc2o1)C(=O)Nc1nnc(C)s1 (centres undefined)
  0.8	-0.9	-6.8	-1.6	0.1	-1.0	-2.2	109.2	6.1	1.8
> CCOC(=O)C1CCCN(S(=O)(=O)c2c(C)noc2C)C1 (centres undefined)
  -4.2	3.5	3.8	-2.2	-0.5	-0.6	2.1	104.0	-0.2	-2.3
> Fc1ccc(OCCCCCCN2CCCC2)cc1
  1.6	-0.9	-2.9	1.2	-2.8	-0.7	-2.3	96.4	-0.8	2.3
> CC(=O)NC(CC(=O)NC1CCCCCC1)c1ccccc1 (centres undefined)
  4.5	-2.4	-0.6	20.0	1.4	0.9	2.4	109.8	-2.1	2.5

# Pemphigus Ab inh: hit marks shown above
structure	Keap1-Nrf2 PPI	V-ATPase pHluor	Arrestin-AP2 inh	NSD2 inh	CAL PDZ FP-1	LANA DNA inh	CAL PDZ FP-2	Pemphigus Ab inh	DAGLB inh
COc1ccc(C(=O)Nc2ccc3oc(-c4cccc(F)c4)nc3c2)cc1OC	-1.0	-1.7	1.5	/	0.3	1.3	/	51.9*	-0.8

# Continuation.
# Order of values – Keap1-Nrf2 PPI	V-ATPase pHluor	Arrestin-AP2 inh	NSD2 inh	CAL PDZ FP-1	LANA DNA inh	CAL PDZ FP-2	Pemphigus Ab inh	RTF Ca sens inh	DAGLB inh
> CC[C@]12C(=O)N(C)C[C@H]([C@@H]3C(=O)N(C)C(=O)[C@@H]31)N2C(=O)c1ccc(F)cc1
  0.8	-0.9	-4.5	/	0.2	3.5	4.1	101.7	5.2	1.4
> CC(C)NC(=O)CSc1nc(-c2ccccc2)cs1
  4.3	-0.6	4.8	-1.1	-0.7	2.1	-0.2	98.9	-1.7	0.8
> CC(C)c1cccc(C(C)C)c1NC(=O)CN(C)C1CCS(=O)(=O)C1 (centres undefined)
  -1.9	2.3	0.3	-1.3	0.2	-0.2	4.8	101.0	7.3	-1.1
> CC(C)OC(=O)c1cc(NC(=O)C2C3CCC(O3)C2C(=O)O)cc(C(=O)OC(C)C)c1 (centres undefined)
  -0.5	1.7	11.1	-1.7	-0.2	2.0	-2.7	97.8	0.0	-1.3
> CC(C)(C)c1ccc(C(=O)NCC(=O)OCC(=O)N2CCN(S(=O)(=O)c3ccc(Cl)cc3)CC2)cc1
  2.7	-0.8	-2.1	/	-0.1	-0.6	/	/	-2.9	-2.2
> CC(C)NC(=O)c1ccc(CN2CCc3ccccc3C2)cc1
  -0.7	3.7	33.4	7.2	2.0	-0.5	-3.0	94.8	-0.8	-4.6
> CCC(C)N(C)Cc1cccc(C2(O)CCN(S(=O)(=O)c3ccc(F)c(C)c3)CC2)c1 (centres undefined)
  -3.1	-3.5	5.2	4.6	-0.2	0.6	-6.9	100.9	0.2	-1.4
> Cc1ccc(S(=O)(=O)CCc2ccccn2)cc1
  -2.1	-2.3	13.3	-1.9	-0.4	0.9	10.3	96.0	1.0	2.4
> O=C(NCCN1CCNCC1)c1ccccc1O
  /	0.4	38.0	-1.5	/	/	/	96.8	/	/
> CCN(CC)C(=O)Nc1c(C)n(C)n(-c2ccccc2)c1=O
  -6.1	0.4	65.0*	-3.1	-0.4	1.3	-2.3	102.3	-10.8	-0.7
> N/C(Cn1cncn1)=N\NC(=O)C(=O)Nc1ccc(Cl)cc1Cl
  0.7	1.6	43.0	-2.0	0.0	0.3	-3.1	101.8	5.5	-0.6
> COc1ccc(OC)c(/C=C/C(=O)N(C)CC(=O)Nc2ccc(C)cc2)c1
  -0.8	1.6	18.6	-10.1	-1.1	-0.3	/	111.7	-1.6	-3.6
